# Screens: PubChem, The Scripps Research Institute Molecular Screening Center
# MITF primary: MITF inhibitors, primary screen, biochemical, AlphaScreen, human; Microphthalmia-associated transcription factor (Homo sapiens), O75030; AlphaScreen MITF homodimerization, bead proximity signal; inhibition, % at 2.6 µM; 650,000 compounds, 0.91% hits; in the data active means inhibition above about 50%;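 further: 0% = vehicle wells with protein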
# Target sequence (O75030 whole entry, looked up): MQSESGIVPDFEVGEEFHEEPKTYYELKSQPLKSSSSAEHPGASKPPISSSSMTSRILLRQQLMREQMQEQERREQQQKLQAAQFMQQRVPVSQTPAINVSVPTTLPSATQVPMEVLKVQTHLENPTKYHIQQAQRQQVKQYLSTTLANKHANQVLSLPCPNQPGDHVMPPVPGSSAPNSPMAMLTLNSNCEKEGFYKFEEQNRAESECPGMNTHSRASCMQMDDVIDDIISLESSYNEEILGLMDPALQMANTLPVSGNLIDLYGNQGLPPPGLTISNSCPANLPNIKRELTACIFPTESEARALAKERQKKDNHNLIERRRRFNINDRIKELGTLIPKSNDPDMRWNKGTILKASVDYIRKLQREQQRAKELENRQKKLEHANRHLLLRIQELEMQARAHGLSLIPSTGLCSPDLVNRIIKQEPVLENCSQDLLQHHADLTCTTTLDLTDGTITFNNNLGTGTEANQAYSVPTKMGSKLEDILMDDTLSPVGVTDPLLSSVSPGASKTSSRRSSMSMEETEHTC
# TEAD-YAP block: TEAD-YAP interaction inhibition, primary screen, TEAD-YAP interaction inhibitor project, luminescence, HEK-TIYL cells; TEAD-Gal4/YAP UAS-luciferase luminescence; inhibition, % at 9.12 µM; 640,000 compounds, 1.4% hits; AID 1259422, 2018; in the data active means inhibition above about 32%;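 further: 0% = median of test compound wells and 100% = reference inhibitor wells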
# FBW7 activator: FBW7 E3 ligase activators, primary screen, biochemical, AlphaScreen, human; F-box/WD repeat-containing protein 7 (Homo sapiens), Q969H0; AlphaScreen FBW7–phospho-cyclin E peptide binding, activator screen; normalized activity (activation), % at 26.1 µM; 650,000 compounds, 0.13% hits; AID 1259310, 2017; in the data active means normalized activity above about 1.9%;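 further: purified mutant Fbw7 with reduced substrate affinity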
# GPR151 ag: activators of human GPR151, primary screen, cell-based, PathHunter beta-arrestin, luminescence | PathHunter beta-arrestin GPR151 cells | activation, % at 11.2 µM | 650,000 compounds, 1% hits; in the data active means activation above about 4.9%;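 further: 0% = median of compound wells and 100% = cells with positive control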
# Target sequence (Q8TDV0 whole entry, looked up): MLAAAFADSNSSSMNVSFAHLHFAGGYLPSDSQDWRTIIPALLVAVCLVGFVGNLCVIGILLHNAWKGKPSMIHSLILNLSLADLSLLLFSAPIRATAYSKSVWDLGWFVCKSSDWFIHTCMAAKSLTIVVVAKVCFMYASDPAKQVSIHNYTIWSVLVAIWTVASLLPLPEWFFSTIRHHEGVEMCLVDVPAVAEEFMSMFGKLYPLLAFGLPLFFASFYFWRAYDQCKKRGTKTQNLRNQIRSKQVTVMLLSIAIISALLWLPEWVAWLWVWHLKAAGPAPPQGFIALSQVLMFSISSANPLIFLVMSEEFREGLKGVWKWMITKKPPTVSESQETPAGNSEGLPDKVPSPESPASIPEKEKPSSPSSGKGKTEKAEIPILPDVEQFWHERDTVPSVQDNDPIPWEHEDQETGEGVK
# Numbers without * were called inactive; & = joins results of further samples. Outcome played no part in choosing rows, and some 3.4% of all compounds hit somewhere here.
SMILES,MITF primary,TEAD-YAP block,FBW7 activator,GPR151 ag
COc1ccccc1-n1c(CNC(=O)c2ccco2)nnc1SCC(=O)Nc1nnc(C)s1,6,-5,-0.2,-0.5
O=C(CSc1nc(=O)n(CC2CCCO2)c2c1CCC2)N1CCc2ccccc21 (stereo unspecified),-6,0,-0.2,0.0
O=C(NNC(=S)Nc1ccc(Cl)c(Cl)c1)c1ccccn1,114*,39*,-1.0,-0.1
Cc1nc2c(C)cccn2c1C(=O)Nc1cccc(Cl)c1,15,7,0.6,-0.9
Cc1ccc(NCCNC(=O)Nc2ccccc2)nn1,-10,0,-0.2,0.1
Cc1cc(NCCO)nc(Nc2cnccn2)n1,-2,5,0.0,0.4
COc1ccc2oc(=O)c(C(=O)NNC(=O)c3ccc(C)cc3)cc2c1,1,-14,0.0,1.1
O=C(N/N=C/c1cccs1)c1c[nH]c2ccccc12,8,-47,0.0,1.3
COCCNC(=O)c1cc2cc(Br)ccc2oc1=O,-6,-9,0.0,1.8
CCC1C(=O)NCCN1Cc1ccc2c(c1)CN(C1Cc3ccccc3C1)CCO2 (stereo unspecified),8,10,0.6,-1.0
COc1cc(/C=c2\sc3n(c2=O)C(c2ccccc2OC)C(C(C)=O)=C(C)N=3)ccc1O (stereo unspecified),-6,15,-0.3,1.5
O=C(NCc1ccccc1F)C1CCC(Cn2c(=S)[nH]c3ccsc3c2=O)CC1 (stereo unspecified),3,3,0.1,0.2
COc1ccc(-c2nc3n(n2)C(c2ccc(OC)cc2)C(C(N)=O)=C(C)N3)cc1 (stereo unspecified),12,4,-0.1,1.1
Clc1cccc(-c2ccc(N3CCN(c4ccccn4)CC3)nc2)c1,-1,-14,0.1,-1.0
CCOC(=O)C1CCN(c2cc(C(=O)Nc3cccc(OC)c3)ccn2)CC1,1,-6,0.3,-1.3
O=C(CC1Sc2ccc(C(F)(F)F)cc2NC1=O)Nc1cccc2ccccc12 (stereo unspecified),-5,8,0.2,-1.0
CC(C)c1ccc(C(c2ccccc2)N2CCN(C(=O)CCc3c[nH]c4ccccc34)CC2)cc1 (stereo unspecified),-8,-1,0.2,-1.0
O=C(N/N=C/c1ccc[nH]1)c1ccncc1,5,4,-0.1,1.9
CCCSc1nnc2c(n1)OC(c1cn[nH]c1-c1ccccc1)Nc1ccccc1-2 (stereo unspecified),9,-39,0.1,2.4
O=C(c1nc2ccc(Cl)cn2c1CNCCc1ccccn1)N1CCCCCCC1,-7,0,-0.1,0.4
CCOC(=O)C1=CN(Cc2ccc(Cl)cc2)C=C(C(=O)OCC)C1c1ccc(OC)cc1,3,-6,-0.1,1.6
Cc1ccc2nc(Nc3ccc(F)cc3)c3nncn3c2c1,14,-15,1.1,-0.4
COc1cccc(C2C(C(C)=O)=C(O)C(=O)N2c2nc3ccccc3s2)c1 (stereo unspecified),8,-46,-0.1,-0.4
Cc1nn(C)c(C)c1-c1nc(NCc2ccccc2)c2ncn(CCN3CCCC3=O)c2n1,-4,1,-0.1,0.5
CC(Nc1cc(N2CCN(C(=O)c3cccs3)CC2)ccc1[N+](=O)[O-])c1ccccc1 (stereo unspecified),-1,-1,-0.4,0.9
SMILES,MITF primary,TEAD-YAP block,FBW7 activator,GPR151 ag
CN1CCC(N(C)S(=O)(=O)c2ccc(N)cc2)CC1,10,-5,0.1,-1.7
COc1ccc(NC(=O)Cn2c(=O)oc3cc(Cl)ccc32)c(OC)c1,0,5,-0.1,-0.2
CC(C)C(NC(=O)/C(=C\c1ccco1)NC(=O)c1ccccc1Br)C(=O)O (stereo unspecified),-13,-4,0.1,2.3
Cc1sc2ncn3c(SCC(=O)N4CCCC4)nnc3c2c1C,-2,-66,-0.2,-0.2
O=C(Nc1ccc(F)cc1F)c1nn2c(c1Cl)NC(c1cccs1)CC2C(F)(F)F (stereo unspecified),6,-9,1.2,-1.3
COc1ccc(N2CCN(CC#CCOc3ccc4c(c3)OCO4)CC2)cc1,16,-8,-0.2,2.6
Cn1c(NC(=O)c2cccs2)c(-c2ccccn2)c(=O)c2ccccc21,10,1,0.0,-0.5
O=C(NNS(=O)(=O)c1ccc([N+](=O)[O-])cc1)c1ccc2ccccc2c1O,10,2,0.1,1.7
c1ccc(-c2ncc(CSc3nc4ccccc4s3)o2)cc1,-5,-6,0.0,-1.1
O=C(NCc1cccs1)c1noc2c1CCc1ccccc1-2,7,-36,0.3,-0.9
O=C(O)C1CCCCC1C(=O)Nc1nnc(C2CC2)s1 (stereo unspecified),10,8,0.0,-2.1
CCOC(=O)c1ccc(NC(=O)c2cccc(N3C(=O)c4ccccc4C3=O)c2)cc1,9,-4,0.0,1.3
COCCCNC(=O)c1ccc2c(c1)N(Cc1ccc(C)cc1)C(=O)CS2,12,3,0.0,0.7
Cc1ccnc(NS(=O)(=O)c2ccc(NC(=O)CC(C)c3ccccc3)cc2)n1 (stereo unspecified),-3,6,-0.1,0.1
O=C(Nc1ccc(N2CCCC2)c(Cl)c1)c1ccc([N+](=O)[O-])cc1,20,-6,-0.3,0.9
O=C1NC(=O)C(CCc2ccccc2)(C2CCN(Cc3ccncc3)CC2)N1 (stereo unspecified),-9,-4,-0.2,-0.9
c1ccc2c(c1)CN1CCCC1=N2,22&26,-5&-5,0.1&0.1,-2.5&-0.8
Nc1ccn([C@@H]2O[C@H](CO)[C@@H](O)C2O)c(=O)n1 (stereo partly specified),-15&-6&-3,-30&-3,0.0&-0.1&0.0,-1.6&0.3&0.7
O=C(Nc1ccccc1)N(O)CC(O)COc1ccccc1 (stereo unspecified),-3,-8,-0.1,0.4
Cc1c(C(=O)Nc2ccc3c(c2)OCO3)sc2ncnc(N3CCCCC3)c12,-5,-21,-0.2,-1.3
COc1ccc(NCc2ccc(-c3nccnc3NS(=O)(=O)C3CC3)cc2)cc1,12,3,-0.1,0.0
COCCn1c(=S)[nH]c2cc(Cl)ccc21,3,2,-0.1,0.6
Cc1ccc(N2C(=O)c3ccc(Oc4ccc5c(c4)C(=O)N(c4ccc(C)c(Cl)c4)C5=O)cc3C2=O)cc1Cl,2,1,0.2,-0.6
CCOC(=O)C1=C(O)/C(=C/c2ccc([N+](=O)[O-])cc2)SC1=Nc1cccc(Cl)c1,13,-2,0.0,-1.4
O=C(CSc1ncccn1)NC1CCCCCC1,2,-6,0.2,0.1
SMILES,MITF primary,TEAD-YAP block,FBW7 activator,GPR151 ag
COc1cc(/C=C2/SC(=S)N(CCCC(=O)O)C2=O)ccc1O,6,61*,0.0,-7.1
CC(C)C(=O)Nc1ccc(CN2CCCCC2)cc1,10,3,0.1,-0.9
CN1C(=O)CC(C(=O)Nc2ccc(Cl)cc2)SC1=Nc1ccc(Cl)cc1 (stereo unspecified),7,12,0.6,0.4
CCC[C@@H]1NC(=O)[C@H]2CN(C(=O)c3cccc(OC)c3)CCN2C1=O,8,3,-0.3,0.3
CCOC(=O)c1c(NC(NC(=O)c2ccc(OC)cc2)(C(=O)OC)C(F)(F)F)sc(-c2ccccc2)c1C (stereo unspecified),17,-5,0.4,-1.3
c1cncc(CSc2ccc(-c3ccc4c(c3)OCCO4)nn2)c1,17,-27,0.2,-0.5
O=S(=O)(NCc1ccncc1)c1cccc(Cl)c1Cl,17,35*,0.4,-1.3
CC(=O)Oc1cc(OC(C)=O)c2c3c(c(=O)oc2c1)CCCC3,2,2,-0.1,0.7
COc1ccc(NC(=O)CSc2ccccn2)cc1Cl,11,-5,0.2,-1.3
COc1cc(C)c(Cl)cc1S(=O)(=O)n1c([N+](=O)[O-])cnc1C,6,10,0.0,0.2
COc1ccc(N2CCN(c3nc4c(c(=O)[nH]c(=O)n4C)n3Cc3cccc(C)c3)CC2)cc1,2,3,-0.1,0.3
COCCn1c(Cc2ccccc2)nnc1SCC(=O)Nc1cccc(C)c1C,-2,3,0.3,0.6
COc1ccccc1N1CCN(C(=O)c2ccc3ccccc3c2)CC1,10,0,-0.1,0.1
COc1ccc(-c2cc3cc(OC)c(OC)cc3c(-c3cc(C(C)(C)C)c(O)c(C(C)(C)C)c3)n2)cc1OC,6,-10,-0.1,1.1
CC(=O)c1cccc(-c2nc(NC3CC3)c3ncn(-c4ccccc4)c3n2)c1,3,13,-0.1,2.7
Cc1cc(=O)[nH]c(N/N=C2/CC(c3ccccc3)Oc3ccccc32)n1 (stereo unspecified),1,3,0.1,0.0
COc1ccccc1N1CCN(C2CCCN(C(=O)CCc3ccccn3)C2)CC1 (stereo unspecified),22,3,0.1,1.4
CCOC(=O)C1=C(N)OC2=C(C(=O)CC(C)(C)C2)C1c1c(OCC)ccc2ccccc12 (stereo unspecified),0,5,0.4,0.0
O=C(CS(=O)(=O)Cc1ccccc1)N1CCN(c2ccc([N+](=O)[O-])cc2)CC1,1,12,-0.1,-0.1
COc1nc(Nc2ccc(NC(C)=O)cc2)nc(-c2ccc(N3CCOCC3)nc2)n1,8,-3,0.1,-0.7
CC(NC(=O)c1ccc(F)cc1)C(c1cccs1)N1CCN(c2ccccc2)CC1 (stereo unspecified),0,1,-0.2,3.3
COc1ccc(S(=O)(=O)NCC(=O)NC2CC2)cc1OC,-6,-7,0.0,-0.8
Cc1ccc(/C(N)=N/OC(=O)c2ccc(F)cc2)n1C,20,-6,0.0,-0.7
Nc1nccnc1C(=O)OCC(=O)c1csc(N2CCCCC2)n1,3,-33,-0.2,-2.2
Cc1ccc2c(c1)-c1onc(C(=O)NCCCN3CCCCC3C)c1CO2 (stereo unspecified),14,4,0.6,-0.2

# 6 records picked at random from the list so far, as already listed:
SMILES,MITF primary,TEAD-YAP block,FBW7 activator,GPR151 ag
Cc1c(C(=O)Nc2ccc3c(c2)OCO3)sc2ncnc(N3CCCCC3)c12,-5,-21,-0.2,-1.3
COc1ccc(NC(=O)CSc2ccccn2)cc1Cl,11,-5,0.2,-1.3
COc1cccc(C2C(C(C)=O)=C(O)C(=O)N2c2nc3ccccc3s2)c1 (stereo unspecified),8,-46,-0.1,-0.4
CCOC(=O)C1=C(O)/C(=C/c2ccc([N+](=O)[O-])cc2)SC1=Nc1cccc(Cl)c1,13,-2,0.0,-1.4
CC(C)C(=O)Nc1ccc(CN2CCCCC2)cc1,10,3,0.1,-0.9
COc1ccccc1N1CCN(C(=O)c2ccc3ccccc3c2)CC1,10,0,-0.1,0.1

# Remaining list, next part
SMILES,MITF primary,TEAD-YAP block,FBW7 activator,GPR151 ag
O=C(Nc1ccc2oc(-c3cccc4c(Br)cccc34)nc2c1)c1cccc(Cl)c1,1,2,-0.1,-1.6
Cc1cccc(NP2(=O)C=C(c3ccccc3)OC(c3ccccc3)=C2)c1,7,-3,0.3,0.3
O=C1N(Cc2cccc3ccccc23)c2ccccc2C12NN=C(c1ccccc1)S2 (stereo unspecified),24,-28,0.1,-1.4
CC(C)C(=O)N/N=C1/CC2CCC1(C)C2(C)C (stereo unspecified),-1,17,0.0,-0.2
Cc1ccc2cc(C#N)c(SCC(=O)N3CCCC3)nc2c1C,18,1,0.0,0.1
O=C(NCc1ccccc1F)C1CC(Cc2ccccc2)=NO1 (stereo unspecified),12,-44,0.9,2.8
O=C(Nc1c2c(nn1-c1cccc(Cl)c1)CS(=O)(=O)C2)C1(c2ccc(Cl)cc2)CCCC1,16,-9,0.6,1.3
CCCOc1ccc(C2/C(=C(/O)c3ccc(S(=O)(=O)N(C)C)cc3)C(=O)C(=O)N2CCCN(C)C)cc1 (stereo unspecified),-9,-16,0.1,0.6
c1ccc(-c2cn[nH]c2C2CCCN(Cc3ccn[nH]3)C2)cc1 (stereo unspecified),-1,12,0.0,0.8
COc1ccccc1NC(=O)CSc1nc2ccsc2c(=O)n1Cc1ccc(C)cc1,0,1,-0.2,-0.5
CC(C)Cn1c(N)c(C(=O)COC(=O)CN2C(=O)C3CC=CCC3C2=O)c(=O)n(C)c1=O (stereo unspecified),8,1,0.1,1.8
CCOC(=O)C1=C(O)/C(=C/c2ccncc2)SC1=Nc1ccc([N+](=O)[O-])cc1,10,-5,-0.1,-0.5
COC(=O)c1ccc(CNC(=O)CCC2(Cc3ccco3)CCC(=O)N2)cc1 (stereo unspecified),5,3,-0.2,0.2
COc1ccc(CN2CCN(Cc3cccc(F)c3)CC2CCO)cc1C (stereo unspecified),-1,-2,-0.1,0.5
COC(=O)C1=C(C(=O)OC)SC(=C2C(=S)C(C)(C)N(C(=O)c3ccccc3I)c3cc(OC)ccc32)S1,4,-10,0.3,2.0
O=C(Nc1cc([N+](=O)[O-])ccc1C(=O)O)c1ccccc1,-4,-15,-0.2,-1.2
O=C(COc1ccccc1[N+](=O)[O-])Nc1nnc(Cc2ccc(Cl)cc2)s1,18,0,0.4,-0.8
Fc1cnc(Nc2ccccc2)nc1Nc1ccccc1,11,-25,0.1,-0.9
COc1ccc(CN2Cc3cc4cc5c(cc4nc3OCC2=O)OCO5)cc1,-3,3,0.3,-0.1
NCc1c(Cl)cccc1-n1cccc1CO,7,2,-0.1,-0.9

# Part of the list above, with bars between the fields:
compound | MITF primary | TEAD-YAP block | FBW7 activator | GPR151 ag
COc1ccc(CN2CCN(Cc3cccc(F)c3)CC2CCO)cc1C (stereo unspecified) | -1 | -2 | -0.1 | 0.5
COC(=O)C1=C(C(=O)OC)SC(=C2C(=S)C(C)(C)N(C(=O)c3ccccc3I)c3cc(OC)ccc32)S1 | 4 | -10 | 0.3 | 2.0
